Jurkat viability = cytotoxicity toward Jurkat cells | 56,000 compounds, 1.2% hits | Jurkat E6.1 viability, ATP luminescence, 48 h | inhibition, % at 4 µM;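 active means inhibition above the mean inhibition of all tested compounds plus 3 SD, cut at about 28% in these data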
Cdc25B block = human M-phase inducer phosphatase 2 inhibition. recombinant Cdc25B, OMFP fluorescence Ex485/Em525. P30305. inhibition, %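 (compounds tested at 10 µM final in the well)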. 65,000 compounds, 0.1% hits; in the data active means inhibition above about 50%
ROCK2 inh = blocks human Rho kinase 2 activity | inhibition, % at 6 µM | AID 604 | 60,000 compounds, 0.35% hits | purified ROCK2, Kinase-Glo ATP depletion luminescence;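 active means inhibition above the screen-wide mean inhibition plus 3 SD, cut at about 18% in these data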;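 further: plate controls were DMSO wells for no effect and Y-27632 control wells after no-enzyme background subtraction for full effect; many of its hits are not listed in these tables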
MKP-1 inh = blocks human MKP-1 phosphatase activity; P28562; recombinant MKP-1, OMFP hydrolysis fluorescence; inhibition, %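 (compounds tested at a single concentration somewhere between 10 and 100 µM)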; 65,000 compounds, 0.15% hits; AID 374;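 active means inhibition above about 50%, limit read from the data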;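 further: 0% = DMSO max control wells and 100% = wells with enzyme stopped by NaOH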
Target sequence (P28562 whole entry, looked up): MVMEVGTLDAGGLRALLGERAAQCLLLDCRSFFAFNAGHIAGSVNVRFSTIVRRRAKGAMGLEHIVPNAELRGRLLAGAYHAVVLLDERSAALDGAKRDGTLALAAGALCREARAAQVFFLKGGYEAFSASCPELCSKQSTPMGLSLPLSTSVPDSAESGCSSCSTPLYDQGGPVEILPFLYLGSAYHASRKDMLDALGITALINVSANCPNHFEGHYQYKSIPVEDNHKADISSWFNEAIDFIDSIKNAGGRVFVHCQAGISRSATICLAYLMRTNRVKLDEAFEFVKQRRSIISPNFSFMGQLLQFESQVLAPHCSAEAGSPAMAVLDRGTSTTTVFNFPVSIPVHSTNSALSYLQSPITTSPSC
JNK3 blocker = JNK3 (human) kinase inhibition | inhibition, % at 8 µM | P53779 | AID 746 | purified JNK3 kinase activity, HTS | 60,000 compounds, 0.61% hits; in the data active means inhibition above about 17%;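 further: 0% = DMSO and 100% = reference inhibitor; many of its hits are not listed in these tables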
Target sequence (P53779 whole entry, looked up): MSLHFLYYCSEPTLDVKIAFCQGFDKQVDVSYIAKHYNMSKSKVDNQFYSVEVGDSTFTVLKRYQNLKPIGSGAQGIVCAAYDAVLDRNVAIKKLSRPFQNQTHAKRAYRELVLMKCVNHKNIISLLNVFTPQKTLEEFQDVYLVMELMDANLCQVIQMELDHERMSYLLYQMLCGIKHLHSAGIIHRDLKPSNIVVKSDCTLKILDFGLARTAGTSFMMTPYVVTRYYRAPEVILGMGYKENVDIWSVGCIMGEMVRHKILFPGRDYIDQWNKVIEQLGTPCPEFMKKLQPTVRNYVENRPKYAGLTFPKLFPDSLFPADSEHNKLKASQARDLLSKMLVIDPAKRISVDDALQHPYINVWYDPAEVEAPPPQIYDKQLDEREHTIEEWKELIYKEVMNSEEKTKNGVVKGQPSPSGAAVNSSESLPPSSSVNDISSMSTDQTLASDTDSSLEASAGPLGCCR
PKA kinase inh = blocks human protein kinase A activity; AID 524; PKA Kemptide phosphorylation, Kinase-Glo ATP luminescence; 65,000 compounds, 0.1% hits; inhibition, % at 6 µM; P17612;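 active means inhibition above the screen-wide mean inhibition plus 3 SD, cut at about 21% in these data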; further: many of its hits are not listed in these tables
MMP13 inh = blocks human MMP13 activity | P45452 | 65,000 compounds, 0.07% hits | AID 570 | MMP-13 fTHP FRET cleavage, Mca fluorescence | inhibition, % at 4 µM;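 active means inhibition above the mean of compound-free control plate wells plus 3 SD, cut at about 14% in these data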;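 further: 0% = DMSO wells and 100% = wells with reference MMP-13 inhibitor after basal subtraction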
TNAP act DEA = activators of human TNAP at intermediate phosphate acceptor. 64,000 tested, under 10 active. activation factor at 20 µM. purified TNAP, CDP-star luminescence, 100 mM DEA, 30 min; stronger effect = higher value; scale: 0 levamisole-inhibited, 1 vehicle-only enzyme;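 active means activation factor of at least 2 at 20 µM, relative to controls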
HEK293 NFkB inh = lowers PMA/ionomycin-induced NF-kB signal in HEK293 cells; HEK-293 NF-kB luciferase reporter, luminescence; inhibition, % at 3 µM; 62,000 compounds, 0.21% hits; AID 465;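 active means inhibition above the mean of all tested compounds plus 3 SD, cut at about 40% in these data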;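 further: 0% = stimulated DMSO wells and 100% = 10 µM reference inhibitor 5653914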
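System – HEK-293 cells with stable firefly luciferase reporter driven by four HIV NF-kB elements · Doses – one dose, 3 µM · Schedule – 1 h compound pre-incubation, 16 h PMA/ionomycin at 37 °C · Technique – luminescence from luciferase substrate reagent · Measure – percent inhibition normalized per plate to DMSO and reference-inhibitor controls · Replicates – tested once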
* marks the source's active call; other numbers are inactive results; x = not tested or not shown; [ ] = dose if it differs, or a comment.

SMILES	Jurkat viability	Cdc25B block	ROCK2 inh	MKP-1 inh	JNK3 blocker	PKA kinase inh	MMP13 inh	TNAP act DEA	HEK293 NFkB inh
CCSc1nnc(NC(=O)c2ccc(C)o2)s1	-3	-10	4	-5	5	5	1	0.9	-2
CS(=O)(=O)c1ccc2nc(NC(=O)Cc3ccccc3)sc2c1	3	-7	2	8	12	8	-2	1	12
CC(C(=O)NCc1ccco1)n1nc(-c2ccccc2)c2cc(Cl)ccc21 (configuration not stated)	-7	-6	2	5	-4	4	1	0.9	1
COc1cccc(N2C(=O)C3ON(c4ccccc4)C(c4cccs4)C3C2=O)c1 (configuration not stated)	6	-2	0	2	-4	6	-8	0.9	17
CC(C)N1CCc2c(sc(N)c2C#N)C1	x	-17	-3	-10	7	4	-44	0.9	x
COC(=O)c1ccccc1NC(=O)C1CCN(C(=O)c2cc(OC)cc(OC)c2)CC1	1	-4	1	29	0	0	-3	0.9	16
COc1ccc2c(c1)CC(C1(O)C(=O)N(C)c3ccccc31)C2=O (configuration not stated)	-5	-6	6	-1	2	8	0	1.1	-8
CC(C)c1cc(C(=O)Nc2cccnc2)no1	7	3	-11	0	-6	-4	0	0.9	-9
COc1ccc(S(=O)(=O)N(C)C2CCN(C)CC2)cc1	-12	-4	3	3	-2	0	-1	0.9	4
CC(C)Oc1cccc(C(=O)Nc2ccccc2N2CCOCC2)c1	5	-6	4	5	16	6	2	0.9	8
COc1ccc(-n2nnnc2SCC(=O)c2ccc(OC)c(OC)c2)cc1	7	-1	-1	29	3	4	6	1	29
CCCCC(=O)N1CC2(C)CN(C(=O)CCCC)CC(C)(C1)C2=O	0	5	4	-22	-1	0	-9	0.9	9
COc1ccc(OC)c(C(=O)CSc2nc3ncccc3[nH]2)c1	0	-2	3	-9	3	-8	-1	0.4	4
C=CCc1cccc2cc(C(=O)NCc3cccnc3)c(=O)oc12	7	4	-2	12	-4	-3	-14	0.7	14
O=C(Nc1nccs1)c1ccc(S(=O)(=O)c2ccccc2)cc1	0	-16	7	-2	6	6	0	0.9	0
CC1=CC(C)(C)N(C(=O)CN2C(=O)c3ccccc3C2=O)c2ccccc21	2	-2	-1	9	2	-3	-1	0.9	19
CCOC(=O)c1cc2c(ccn2-c2ccc(F)cc2)n1CC(=O)N1CCN(C(=O)c2ccco2)CC1	-6	-12	1	30	-1	6	-27	0.9	8
CN(CC(=O)NCCN1CCN(Cc2ccccc2)CC1)S(=O)(=O)c1cccc2nsnc12	1	-4	2	6	-2	8	6	1.1	13
CCCCCn1c(Sc2nc3ccccc3s2)nc2c1c(=O)[nH]c(=O)n2C	5	-1	-2	11	-2	-7	1	0.9	18
CN(CCO)C(=O)c1cccc2c1-c1ccccc1C2=O	0	2	7	-9	-1	15	6	0.9	4
CCCCOc1ccc(S(=O)(=O)Nc2cc(OC)ccc2OC)cc1	14	4	4	6	6	10	5	0.9	19
CC(C)(C)c1ccc(S(=O)(=O)NCCOCC(F)(F)C(F)F)cc1	2	3	0	18	0	-4	4	0.9	0
Nc1ccc2ncccc2c1N	x	9	13	-19	-9	3	-1	0.9	x
CC(C)CCCNc1nc(N2CCOCC2)nc(N2CCOCC2)n1	3	-10	7	1	1	4	-1	0.9	6
Cc1nc2ccccc2c(=O)n1C1CCCCCC1	-2	-6	1	1	2	6	-1	0.9	9
CC1CC(C)CN(S(=O)(=O)c2ccc(C(=O)NCCCn3ccnc3)cc2)C1 (configuration not stated)	101*	-8	4	9	-3	5	2	1	-30
C=CCN1C(=O)C(O)(CC(=O)c2ccc(Cl)cc2)c2ccccc21 (configuration not stated)	x	x	x	x	x	4	1	0.9	9
CN1CCC(N(C)CC(=O)Nc2cccc(Oc3ccccc3)c2)CC1	1	-9	2	-3	0	5	2	1	8
O=C(CSc1nnc(Nc2ccccc2)s1)NCc1ccco1	4	-6	5	-6	2	7	2	0.9	5
Cc1cc(C(=O)N(C)CC(=O)Nc2ccccc2C(F)(F)F)c(C)o1	x	-8	x	-4	x	4	-2	0.9	8
Cc1cc(C(=O)COc2ncnc3sccc23)c(C)n1C	-2	25	0	6	-2	-2	2	0.9	-7
CCC(c1nnnn1CCc1ccccc1)N(Cc1ccco1)Cc1cc2c(C)ccc(C)c2[nH]c1=O (configuration not stated)	-11	1	3	24	-5	7	-9	0.9	8
O=S(=O)(c1ccc2ccccc2c1)N1CCCCC1	-2	-2	0	-6	0	-1	3	0.8	7
CC1CCN(CCCNC(=O)CN2CCN(Cc3ccc(Cl)cc3)C2=O)CC1	4	-7	0	-1	-3	-6	7	0.9	4
Cn1c(SCC(=O)OC2CCCCC2)nnc1-c1ccc(S(=O)(=O)N2CCCC2)cc1	4	3	0	1	-13	7	1	0.9	19
Cc1cc(CNC(=O)Nc2ccc3c(c2)OCO3)nn1C	-6	-2	6	31	-6	5	0	0.9	-2
O=C(Nc1ccccc1)c1cccnc1N1CCOCC1	-7	53*	4	1	-7	10	0	0.9	-16
CCN(Cc1cc2ccccc2[nH]c1=O)S(=O)(=O)c1ccccc1	3	11	4	4	0	3	-2	0.8	11
CC(=O)NCCc1csc(-c2ccccc2)n1	-4	-3	5	-2	5	4	-1	x	-13
CCOc1nc(C#N)nc(N2CCCCC2)n1	23	-8	3	-26	-5	9	-8	1	26
CCOC(=O)N1CCN(C(=O)c2csc3c2CCCCC3)CC1	-8	-15	3	-9	2	5	-1	0.9	9
Cc1cccc(Cn2c(=O)c3c(nc4n3CCCN4Cc3ccccc3)n(C)c2=O)c1	2	-4	5	0	-4	4	2	0.9	22
COCCNC(=O)Cn1ncc2ccsc2c1=O	2	0	-2	-5	3	2	-1	1	16
Cc1ccccc1C(=O)Nc1c(C(=O)N2CCCC2)cnn1-c1ccccc1	-5	6	-4	1	0	-6	5	0.8	2
O=C(NCCCNC1CCCCC1)c1ccc(/C=N/O)nc1	2	13	-3	1	4	6	9	0.8	20

Ordered by molar mass (ascending): some entries from above
SMILES	Jurkat viability	Cdc25B block	ROCK2 inh	MKP-1 inh	JNK3 blocker	PKA kinase inh	MMP13 inh	TNAP act DEA	HEK293 NFkB inh
O=S(=O)(c1ccc2ccccc2c1)N1CCCCC1	-2	-2	0	-6	0	-1	3	0.8	7
Cc1cc(CNC(=O)Nc2ccc3c(c2)OCO3)nn1C	-6	-2	6	31	-6	5	0	0.9	-2
Cn1c(SCC(=O)OC2CCCCC2)nnc1-c1ccc(S(=O)(=O)N2CCCC2)cc1	4	3	0	1	-13	7	1	0.9	19

Continuation.
SMILES	Jurkat viability	Cdc25B block	ROCK2 inh	MKP-1 inh	JNK3 blocker	PKA kinase inh	MMP13 inh	TNAP act DEA	HEK293 NFkB inh
CCOc1ccc(C2C(C#N)=C(N)Oc3cc(C)n(CCN(C)C)c(=O)c32)cc1OCC (configuration not stated)	-2	-1	2	-3	2	8	-4	0.9	10
CC(C)OC(=O)C(C#N)c1nc2ccccc2nc1N1CCCC1 (configuration not stated)	x	26	2	-30	-6	-1	-4	1	x
O=C(CSc1nnc(-c2ccc(Cl)cc2)n1Cc1ccco1)Nc1ccc2c(c1)OCCO2	4	6	1	4	4	-2	4	0.9	21
COc1ccc(-c2nnn(CC(=O)N(Cc3cccs3)C(C)C(=O)NC3CCCC3)n2)cc1OC (configuration not stated)	0	3	3	28	-4	3	0	1	22
CC1CCN(S(=O)(=O)c2cc(Br)cc(C(=O)NC3=NCCS3)c2)CC1	3	-6	8	3	3	6	-7	0.9	17
CCn1c(CNc2ccc(Cl)cc2)nnc1SCC(=O)NCc1ccccc1	8	9	-13	35	-14	-6	2	1	21
Cc1ccc(NC(=O)NC(=O)CN2C(=O)NC3(CCCCCCC3)C2=O)c(C)c1	6	2	-3	35	-4	2	-1	1	7
N#CCSc1nnc(C2CCCCC2)n1-c1ccccc1	x	3	x	-18	x	1	2	0.9	-3
CSc1nc2nc(C)cc(-c3ccccc3)n2n1	3	-2	9	2	-3	12	-22	0.9	4
Cc1nn2c(-c3cccc(NC(=O)CN4CCOCC4)c3)nnc2c2ccccc12	-3	-6	4	33	8	4	-2	x	-2
CC1(C(=O)N(CC(=O)NC2CCCC2)C2CCCC2)CC(=O)N=C2C=CC=CN21 (configuration not stated)	4	-20	0	7	-2	3	-153[fluorescence artefact?]	0.9	21
O=C(O)CN1C(=O)c2cccc(Oc3ccc(Cl)cc3)c2C1=O	7	3	-1	6	-5	-1	2	0.8	14
Cn1c(C(=O)N2CCc3ccccc3C2)cc2c(=O)n3ccccc3nc21	0	4	9	38	5	10	-345[fluorescence artefact?]	1.1	-6
OC1C=CSc2nc3ccccc3n21 (configuration not stated)	17	-14	7	-14	1	7	3	0.9	-6
Cc1ccccc1-c1noc(N)c1C#N	1	2	-3	-8	-5	-1	4	0.9	13
Cn1c(Cn2nnc3ccccc32)nnc1SCC(=O)c1ccc(F)cc1	-1	-11	0	10	1	7	1	0.9	15
Oc1c(C(c2cccc(F)c2)N2CCN(Cc3ccccc3)CC2)sc2ncnn12 (configuration not stated)	-6	-1	-10	11	6	1	2	1	-11
NC(=O)c1c(NC(=O)CN2C(=O)CCC2=O)sc2c1CCCCC2	-1	5	2	10	-2	-5	0	1	19
N#Cc1nc(COc2ccc(Br)cc2)oc1NCCN1CCOCC1	x	17	5	-18	3	6	-4	0.9	x
COC(=O)CSc1nc2c(c(-c3ccc(C)o3)c1C#N)CCCC2	1	3	4	-13	1	6	-14	0.9	13
Oc1ccc(N2CCN(C(c3ccncc3)c3nnnn3C3CCCC3)CC2)cc1 (configuration not stated)	6	-5	-1	11	-11	8	3	0.9	13
COc1cc2c(cc1OC)C(C(=O)N1CCOCC1)C(c1cccs1)N(C)C2=O (configuration not stated)	2	-8	2	-8	-3	11	-1	1	-1
COc1cccc2[nH]c3c(N4CCC(C(N)=O)CC4)ncnc3c12	3	6	3	-11	-3	4	-206[fluorescence artefact?]	0.9	10
Cc1ccc(C(c2nnnn2Cc2cccs2)N2CCN(Cc3ccc4c(c3)OCO4)CC2)cc1 (configuration not stated)	-4	-3	5	-13	2	10	2	1	8
CCCc1nnc(SCC(=O)N2CCOCC2)n1CCCOC	-3	-3	7	-26	7	9	-5	0.9	9
COc1ccc(C(=O)N2CCN(c3ccc(C)c(C)c3)CC2)cc1OC	-2	-1	5	7	7	6	6	1	4
CCC(C)NC(=O)C1=C(C)C(=O)OC12CCC(C)CC2 (configuration not stated)	-3	-11	4	-6	-3	5	1	0.9	7
O=C(CN1CCN(C(=O)c2c(F)cccc2F)CC1)Nc1ccccc1F	0	-7	6	-5	-2	9	1	1	-2
Cc1ccc(-n2ncc3c(NCCCn4ccnc4)ncnc32)c(C)c1	2	-3	-2	-2	2	8	0	1	6
O=C(CN1C(=O)c2ccccc2S1(=O)=O)NCCSc1ccccc1	-5	-6	-4	-20	-7	-12	3	0.8	12
CC12CCC(C(=O)n3c1nc1ccccc13)C2(C)C (configuration not stated)	-8	-6	4	6	2	11	2	0.9	4
COc1ccc(CNc2nc3nc(C)c(Cl)c(C)n3n2)cc1OC	-5	3	2	-9	1	1	-5	0.9	-3
COc1ccc(-n2c(Cc3cccn3C)nnc2SCC(=O)Nc2ccc(C(C)=O)cc2)cc1	-7	-2	4	35	2	3	3	0.9	2

Some of these compounds in order of their number in JNK3 blocker, falling.
mol	JNK3 blocker
COC(=O)CSc1nc2c(c(-c3ccc(C)o3)c1C#N)CCCC2	1
O=C(O)CN1C(=O)c2cccc(Oc3ccc(Cl)cc3)c2C1=O	-5
CC(C)c1cc(C(=O)Nc2cccnc2)no1	-6

Compound activity from PubChem BioAssay.
